From PubChem
TRPN1 ag = zebrafish TRPN1 (NompC) channel agonism; AID 1424; activation, % at 3 µM; HEK293 zebrafish TRPN1-YFP, Fluo-8 calcium fluorescence; 100% = response to 87 µM carbachol; hit rate 0.18% among 220,000;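 active = activation above its plate's cutoff, the mean activation of test wells on that plate plus 3 SD, cut at about 19% in these data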;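 note: 0% = DMSO alone and 100% = 87 µM carbachol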
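Material: zebrafish TRPN1-YFP in HEK293 cells. Doses: one dose of 3 µM, 0.3% DMSO. Incubation: dye 1 h 37 °C plus 30 min RT. Measured by: intracellular calcium fluorescence with Fluo-8.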
NPY-Y1 antag = antagonists of human neuropeptide Y receptor Y1. inhibition, % at 3.6 µM. HEK293-CNG Y1 cells, membrane potential fluorescence; NPY at EC95, then isoproterenol. hit rate 1% among 200,000. P25929;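 active = inhibition above the campaign mean inhibition of all tested compounds plus 3 SD, cut at about 20% in these data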;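 note: 0% = DMSO wells given NPY plus isoproterenol and 100% = isoproterenol alone without NPY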
Target sequence (P25929 whole entry, looked up): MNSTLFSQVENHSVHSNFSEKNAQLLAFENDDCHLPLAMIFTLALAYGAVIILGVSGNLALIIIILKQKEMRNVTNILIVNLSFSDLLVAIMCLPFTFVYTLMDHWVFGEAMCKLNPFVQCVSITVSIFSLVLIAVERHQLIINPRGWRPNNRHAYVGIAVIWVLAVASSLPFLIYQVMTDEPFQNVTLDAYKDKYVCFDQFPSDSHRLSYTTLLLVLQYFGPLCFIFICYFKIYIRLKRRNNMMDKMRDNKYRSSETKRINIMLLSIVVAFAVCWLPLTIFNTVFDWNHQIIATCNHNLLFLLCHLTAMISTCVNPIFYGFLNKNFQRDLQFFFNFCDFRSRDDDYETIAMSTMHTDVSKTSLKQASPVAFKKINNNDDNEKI
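Test system – HEK293 Y1/CNG channel cell line · Also added – NPY agonist 25 nM, then isoproterenol 1 µM plus Ro 20-1724 25 µM · Compound dosing – one concentration, 3.6 µM, in 0.4% DMSO · Schedule – compound incubation 1 h at room temperature, readout 45 min post-stimulation · Technique – fluorescence, membrane potential probe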
EP2 antag = EP2 receptor (human) inhibition; P43116; C6 glioma cells expressing human EP2, cAMP TR-FRET; cells stimulated with saturating PGE2; inhibition, % at 25 µM; hit rate 0.52% among 260,000; AID 1422;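 active = percent inhibition above 40 after rounding to a whole number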;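 note: rat C6 glioma host cells with rolipram phosphodiesterase inhibitor present; the protocol text gives 20 µM as final concentration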
Target sequence (P43116 whole entry, looked up): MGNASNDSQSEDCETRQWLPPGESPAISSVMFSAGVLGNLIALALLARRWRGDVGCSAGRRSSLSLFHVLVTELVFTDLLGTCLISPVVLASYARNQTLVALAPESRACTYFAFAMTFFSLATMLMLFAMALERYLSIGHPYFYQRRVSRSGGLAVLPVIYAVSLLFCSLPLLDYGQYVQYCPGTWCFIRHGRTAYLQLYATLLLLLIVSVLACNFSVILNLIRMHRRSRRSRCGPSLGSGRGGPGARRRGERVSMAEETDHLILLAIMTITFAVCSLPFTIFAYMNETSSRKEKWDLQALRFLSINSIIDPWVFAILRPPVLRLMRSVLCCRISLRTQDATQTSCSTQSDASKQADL
NPY-Y1 PAM-ag = potentiators or agonists of human neuropeptide Y receptor Y1 | P25929 | NPY-Y1 expressing cells, potentiator/agonist activation | activation, % at 3.6 µM | hit rate 0.37% among 220,000 | AID 1304; in the data active = activation above about 33%, passing the limit was not always enough;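 note: cells stimulated with NPY at EC10 then isoproterenol at EC100; 0% = low agonist plus stimulus and 100% = saturating agonist plus stimulus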
PPC-1+TRAIL kill = kills PPC-1 cancer cells in the presence of TRAIL | PPC-1 cells + TRAIL, ATPLite viability luminescence | hit rate 0.41% among 220,000 | cell killing (% activity), % at 4 µM | AID 1443;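 active = cell killing above 50% in the first pass at 4 µM, then a duplicate retest at 5 µM averaging 50% or more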;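 note: plate controls were cells with TRAIL plus DMSO for no effect and medium-only wells lacking cells for full effect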
14-3-3 Bad inh = disrupts binding of bovine 14-3-3 zeta to phospho-Bad peptide | P63103 | TR-FRET 14-3-3zeta/Dy647-pBad peptide displacement, 1 h | inhibition, % at 21.7 µM | hit rate 0.71% among 220,000 | AID 781;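 active = inhibition above about 70%, limit read from the data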;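 note: 0% = full 14-3-3 plus peptide FRET controls and 100% = background without 14-3-3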
Target sequence (P63103 whole entry, looked up): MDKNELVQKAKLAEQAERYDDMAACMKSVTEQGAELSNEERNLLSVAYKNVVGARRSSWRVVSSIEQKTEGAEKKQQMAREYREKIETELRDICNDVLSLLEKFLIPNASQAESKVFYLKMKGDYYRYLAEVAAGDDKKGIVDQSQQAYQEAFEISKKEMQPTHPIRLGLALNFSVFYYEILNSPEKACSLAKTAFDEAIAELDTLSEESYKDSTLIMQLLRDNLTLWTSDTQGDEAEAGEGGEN
TRPML3 ag = human mucolipin-3 channel agonism | hit rate 0.29% among 220,000 | activation, % at 3 µM | AID 1448 | HEK293 TRPML3-YFP, Fluo-8 calcium fluorescence; 100% = the carbachol control signal;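 active = activation above its plate's cutoff, the mean activation of the plate's test wells plus 3 SD, cut at about 12% in these data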;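 note: 0% = DMSO only wells and 100% = carbachol wells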
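Test system: HEK293 cells stably carrying human TRPML3-YFP; Doses: single dose, 3 µM final nominal compound, 0.3% DMSO final; Schedule: dye loading 1 h 37 °C then 30 min ambient, 125 s read; Technique: Fluo-8 calcium fluorescence; Benchmarks: high control carbachol 87 µM, low control DMSO.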
CHOP inh = blocks CHOP induction under ER stress; CHO-K1 CHOP-promoter luciferase, tunicamycin-induced, 15-18 h; inhibition, % at 10 µM; hit rate 3.8% among 220,000; AID 2732;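 active = compounds that reduced the stress-induced luciferase reporter signal by more than about 70% of percent inhibition, limit read from the data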;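 note: 0% = tunicamycin plus vehicle and 100% = wells without tunicamycin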
EP2 modulator = modulates human prostaglandin E2 receptor EP2 signaling; AID 940; hit rate 0.83% among 260,000; P43116; induction, % at 25 µM; EP2-expressing cells, cAMP HTRF FRET, PGE2 co-stimulation;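 active = compounds whose cAMP rise, as percent of the full-agonist control response, exceeds 60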;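 note: rat C6 glioma line stably carrying human EP2 under a CMV promoter; the protocol text gives 20 µM as final concentration; 100% = response of wells given 1 µM PGE2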
* marks the source's active call; other numbers are inactive results; x = not tested or not shown; & = joins results of further samples; [ ] = another dose, or the depositor's remark.

SMILES	TRPN1 ag	NPY-Y1 antag	EP2 antag	NPY-Y1 PAM-ag	PPC-1+TRAIL kill	14-3-3 Bad inh	TRPML3 ag	CHOP inh	EP2 modulator
CCC1(CC)C(=O)N=C2c3ccccc3C(=O)N21	0.2	2.4	14.0	-14.4	9.1	5.0[fluorescence artefact?]	1.1	9.2	-14.8
CCCc1nnc(NC(=O)OCC)s1	1.0	1.0	8.9	-6.0	3.5	1.1	0.2	0.4	7.5
O=c1c2ccccc2nc(-c2ccc([N+](=O)[O-])cc2)n1O	0.2	5.0	7.2	-0.1	23.7	32.6	0.0	-9.5	24.7
COc1cc(C(=O)NCc2nnc(SCC(=O)Nc3cc(C)cc(C)c3)o2)cc(OC)c1OC	-0.1	1.9	7.3	-16.4	17.5	-3.3	-0.5	-9.7	26.8
CCN(CC)C(=O)CSc1nc2ccc(NC(=O)CSc3nccn3C)cc2s1	2.3	-0.9	10.7	-4.0	23.2	-14.2	0.6	1.9	3.9
Cc1ccc(N2C(=O)C3C4C=CC(C4)C3C2=O)cc1C (configuration not stated)	1.8	2.2	4.8	1.0	13.1	-4.6	0.8	9.5	23.1
CC(=O)c1ccc(N2CCN(C(=O)C3CCC3)CC2)cc1	0.3	-0.7	6.9	-11.4	-16.5	14.2[fluorescence artefact?]	0.3	-33.1	9.2
O=c1c2ccccc2c(C=Nc2ccc(S(=O)(=O)N3CCCCC3)cc2)c(O)n1-c1ccc(Cl)cn1	0.7	6.0	8.6	0.5	6.4	-4.8[fluorescence artefact?]	0.7	36.6	13.6
Cc1nnc(SCC2=C(C(=O)O)N3C(=O)C(NC(=O)Cn4nc(C)c(Cl)c4C)C3SC2)s1 (configuration not stated)	2.3	-0.7	6.6	-9.6	17.7	3.8	0.5	2.7	13.2
C/C(CCC(=O)OC[C@H]1O[C@H](C#Cc2ccccc2)C=C[C@@H]1Oc1ccc(C)cc1)=N\O[C@@H](C)CN1CCCCc2nc(C)c(C)cc21	-0.6	4.3	x	-15.1	12.0	-12.9[fluorescence artefact?]	0.4	6.1	16.5
CCCCN1C(=S)NC[C@@H]1Cc1ccccc1	-1.2	-1.1	9.7	12.2	6.1	-6.7	-0.5	15.9	0.0
Cc1cc(O)cc(O)c1C(=O)Cc1cscn1	2.2	5.8	7.7	8.2	-1.3	-9.6	1.1	25.2	15.7
CCN1C(=O)/C(=C2/Sc3ccc(OC)cc3N2C)SC1=Nc1ccc(OC)cc1	-0.6	0.0	8.7	-12.8	-3.0	8.6	0.5	1.0	-5.5
CS(=O)(=O)N(CCc1ccccc1)CC(=O)NCc1cccnc1	-0.4	3.4	11.8	-5.3	2.3	3.8	1.1	8.3	2.9
COC(=O)c1ccccc1NC(=O)C(=O)NCc1ccncc1	0.5	1.0	11.3	22.1	5.8	-0.3	0.7	2.4	-8.8
CCOC(=O)c1cc(OC(=O)c2cccs2)n(-c2ccccc2)n1	2.0	2.2	10.5	2.2	21.9	18.9[fluorescence artefact?]	0.9	57.2	48.6
COc1ccc(CN(C)CC(=O)NC(C)c2ccccc2)cc1OC (configuration not stated)	0.5	1.6	17.3	7.4	6.0	-13.2	-0.5	22.0	3.4
COc1ccc(CCNCCC(=O)Nc2c(C)cc(C)cc2C)cc1OC	-0.9	4.4	6.7	-13.1	18.0	3.2[fluorescence artefact?]	0.9	29.6	-24.5
Cc1cccc(C)c1NC(=O)CN(C)C(=O)C(c1ccccc1)c1ccccc1	-1.8	2.5	10.0	5.9	17.4	-16.3	-0.3	17.1	8.7
Brc1ccc(CNc2cc3c(cc2Br)OCCO3)cc1	0.0	9.0	6.2	-22.5	12.0	1.1	0.7	51.2	6.4
CSc1cc(/C=N/O)c(SC)s1	-2.9	4.2	20.0	-10.2	17.2	-11.7	-1.4	32.8	37.3
COc1ccc([N+](=O)[O-])cc1NC(=O)c1cc(C)c(C)o1	-0.6	3.5	10.9	-6.0	23.4	2.8	0.1	52.1	22.8
CC(C(=O)Nc1nc2ccccc2s1)n1cc([N+](=O)[O-])cn1 (configuration not stated)	1.9	5.2	15.1	-13.8	17.8	0.8	1.3	42.3	-37.8
CCc1nccn1S(=O)(=O)c1ccc(C)c(C)c1	-1.1	-0.4	9.6	-0.5	8.4	0.8[fluorescence artefact?]	0.3	-0.7	-2.5
CCOC(=O)/C=C(/C)N1N=C(c2ccc(OC)cc2)CC1c1cccc([N+](=O)[O-])c1 (configuration not stated)	0.5	8.6	16.5	-15.6	19.4	-9.2[fluorescence artefact?]	1.2	-32.4	5.3

A few values from the entries so far.
PPC-1+TRAIL kill result of Cc1ccc(N2C(=O)C3C4C=CC(C4)C3C2=O)cc1C (configuration not stated) stands at 13.1
PPC-1+TRAIL kill result of CCN1C(=O)/C(=C2/Sc3ccc(OC)cc3N2C)SC1=Nc1ccc(OC)cc1 stands at -3.0

(cont.)
SMILES	TRPN1 ag	NPY-Y1 antag	EP2 antag	NPY-Y1 PAM-ag	PPC-1+TRAIL kill	14-3-3 Bad inh	TRPML3 ag	CHOP inh	EP2 modulator
Cn1c(C(=O)O)c(CC(=O)Nc2ccccc2F)c2ccccc21	0.0	-0.7	10.7	0.5	9.9	5.4	0.0	19.5	25.9
C/C(=N\NC(=O)c1c(Cl)c(C)nn1C)c1cccc(NC(=O)COc2ccc(Cl)cc2)c1	-0.2	5.8	11.2	10.9	19.7	2.1	0.6	-18.6	-17.6
O=C(c1ccco1)N1CCN(C(=O)c2ccccc2Oc2ccccc2)CC1	-0.9	4.8	3.6	-9.1	21.9	6.1	0.4	2.4	4.8
COc1ccc2c(C)nc(Nc3nc(C)cc(C)n3)nc2c1	1.1	-0.1	2.6	-15.9	27.9	x	0.5	3.1	14.2
CC1CC1C(=O)OCC(=O)NCc1ccc(Cl)cc1 (configuration not stated)	-0.6	3.8	8.1	10.0	12.6	-9.3	-0.7	-10.3	-5.5
COc1ccc(C(=O)NCC(=O)OCC(=O)Nc2cc(OC)ccc2OC)cc1	-0.7	1.0	12.6	18.9	19.0	-13.9[fluorescence artefact?]	0.2	10.3	33.2
COc1ccc(-n2nc(C(=O)NCC(=O)NCc3ccc(F)cc3)c3ccccc3c2=O)c(OC)c1	1.5	2.4	4.7	-4.2	7.3	3.9[fluorescence artefact?]	0.1	9.4	11.9
Cc1ccc(/C=C2/SC(=O)N(CC(=O)N3CCOCC3)C2=O)s1	0.9	1.5	8.8	-4.8	33.5	-20.3[fluorescence artefact?]	0.5	31.1	-7.1
O=C(Nc1ccc2c(c1)OCO2)c1cncc(Br)c1	2.1	-4.0	6.1	5.1	23.3	6.9	0.3	16.3	17.0
CCOC(=O)C(C)c1n[nH]c(=O)c2ccccc12 (configuration not stated)	4.4	8.7	3.2	-9.4	2.7	0.1	0.1	11.5	14.6
COC(=O)c1cc(-c2ccc(Cl)cc2)n(-c2ccc(S(N)(=O)=O)cc2)n1	1.5	-1.6	2.2	-8.8	11.6	1.1	-1.5	24.8	-16.4
CCOc1ccc(NS(=O)(=O)c2ccc(NC(=S)NC(=O)C(C)C)cc2)cc1	2.6	4.1	10.3	-6.2	8.1	-7.0	3.6	45.0	-45.0
O=C(CCC(=O)N(CC(=O)NC1CCCCC1)Cc1ccccc1)Nc1ccccn1	-1.4	-1.6	6.3	-5.8	-5.0	-7.4	0.7	4.5	-1.4
COC(=O)CN1C(=S)N(c2ccc(OC)cc2)C(=O)/C1=C/c1cccs1	-0.7	-0.5	6.8	17.1	0.6	-4.4	0.6	32.6	15.7
COC(=O)C1=NN(c2ccc(Cl)cc2)C2C(=O)N(c3ccccc3OC)C(=O)C12 (configuration not stated)	0.8	2.9	7.2	4.0	-12.3	1.3[fluorescence artefact?]	1.1	-2.5	-10.9
CC(C)(C)c1ccc(S(=O)(=O)NNC(=O)C2CCN(Cc3cccc(F)c3)CC2)cc1	3.0	18.9	-0.8	-10.7	6.0	-2.9	1.9	13.3	-6.8
CCOC(=O)CCCCNC(=O)Nc1ccccc1	0.7	-4.9	0.5	7.5	14.3	-4.2	0.7	6.8	-1.0
COCCNC(=O)c1c[nH]c2cc(OC)c(OC)cc2c1=O	0.9	1.5	5.1&15.9	3.8	-0.3	6.3[fluorescence artefact?]	-0.4	-2.3	15.2&1.7
O=C1NC(c2cccs2)C(C(=O)c2ccccc2)C(O)(C(F)(F)F)N1 (configuration not stated)	-0.5	1.8	8.3	8.3	-0.6	-0.8	0.7	-1.9	-4.6
O=C(NC1CCCC1)C(c1ccc(F)cc1)N(Cc1ccc(F)cc1)C(=O)CCl (configuration not stated)	-0.8	9.6	6.2	2.1	15.7	-13.2	0.5	91.9*	28.2
CC(=O)N(Cc1ccc(Br)cc1)c1ccccc1C(=O)O	1.5	x	8.7	13.6	-6.4	1.7	0.3	16.0	12.4
CC1(C)S/C(=N/N=C/c2ccco2)NC1=O	0.8	4.9	8.7	-5.8	12.9	9.3[fluorescence artefact?]	0.4	-3.1	1.6
CCCc1cc(C(=O)NNC(=S)NCC)c2ccccc2n1	-2.0	-0.5	5.7	-2.2	8.1	-21.4	0.4	14.7	28.3
c1ccc(CSc2nnc(-c3cccs3)n2Cc2ccco2)cc1	-2.5	14.9	1.7	6.4	17.1	10.6[fluorescence artefact?]	-1.4	15.0	17.5
CC(C)(C)NC(=O)NC(=O)COC(=O)Cn1c(C(F)(F)F)nc2ccccc21	3.0	3.0	7.7	-3.2	-0.7	-4.1	0.8	28.2	9.8
Cc1cc(Br)cc2c1NC(=O)C2(c1c(C)n(C)n(-c2ccccc2)c1=O)c1c(C)n(C)n(-c2ccccc2)c1=O	0.0	5.7	9.8	-5.5	10.8	-2.4	0.8	9.3	9.5
NC(=S)Nc1ccc2cc[nH]c2c1	0.2	9.9	3.7	-3.8	14.0	-18.1	-1.8	-11.2	-2.3

An excerpt from above in order of length of the SMILES, lowest first:
SMILES	TRPN1 ag	NPY-Y1 antag	EP2 antag	NPY-Y1 PAM-ag	PPC-1+TRAIL kill	14-3-3 Bad inh	TRPML3 ag	CHOP inh	EP2 modulator
Brc1ccc(CNc2cc3c(cc2Br)OCCO3)cc1	0.0	9.0	6.2	-22.5	12.0	1.1	0.7	51.2	6.4
O=C(CCC(=O)N(CC(=O)NC1CCCCC1)Cc1ccccc1)Nc1ccccn1	-1.4	-1.6	6.3	-5.8	-5.0	-7.4	0.7	4.5	-1.4
O=C(NC1CCCC1)C(c1ccc(F)cc1)N(Cc1ccc(F)cc1)C(=O)CCl (configuration not stated)	-0.8	9.6	6.2	2.1	15.7	-13.2	0.5	91.9*	28.2

A portion of the library, so the mix of outcomes need not match the whole.
